RmlCD inh 1536 = M. tuberculosis RmlC/RmlD inhibition; RmlC+RmlD coupled enzyme assay, percent inhibition; primary screen in compound mixtures; hit rate 0.03% among 160,000; P9WH09+P9WH11; inhibition, % at 3.6 µM; in the data active means inhibition mostly above about 34%, no sharp cut-off; further: some results filed as inactive read as strong as hits
Target sequence (P9WH09 whole entry, looked up): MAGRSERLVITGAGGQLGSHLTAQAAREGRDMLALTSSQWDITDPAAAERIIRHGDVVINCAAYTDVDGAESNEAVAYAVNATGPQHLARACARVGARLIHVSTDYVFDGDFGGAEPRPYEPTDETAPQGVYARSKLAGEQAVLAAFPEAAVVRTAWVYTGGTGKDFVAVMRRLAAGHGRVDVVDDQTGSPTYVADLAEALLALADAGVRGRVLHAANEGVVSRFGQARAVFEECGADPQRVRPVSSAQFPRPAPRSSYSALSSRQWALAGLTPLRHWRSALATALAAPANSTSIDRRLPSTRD
Target sequence (P9WH11 whole entry, looked up): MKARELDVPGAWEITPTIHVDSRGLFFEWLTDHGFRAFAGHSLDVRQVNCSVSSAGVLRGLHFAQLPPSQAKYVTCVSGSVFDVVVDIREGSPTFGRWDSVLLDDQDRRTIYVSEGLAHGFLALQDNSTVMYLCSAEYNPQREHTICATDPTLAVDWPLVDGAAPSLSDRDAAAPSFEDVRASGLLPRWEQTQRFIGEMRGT
GlmU inhibition = inhibition of mycobacterial GlmU enzyme – biochemical, glucosamine-1-phosphate acetyltransferase (AID 1376); M. tuberculosis GlmU acetyltransferase enzyme assay; higher % means a stronger effect; one-dose inhibition, %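 (tested at 30 µM in the primary screen)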; IC50 in µM for titrated hits; hit rate 0.25% among 220,000; in the data active means inhibition above about 13%;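 further: 0% = complete reaction with vehicle and 100% = reaction without substrate; strong numbers were not always called active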
* marks the source's active call; other numbers are inactive results; / = no result given. Only part of the results is shown; rates above refer to the full screens.

SMILES | RmlCD inh 1536 | GlmU inhibition
Cn1nc(CC(=O)NC2CCCCCC2)c2ccccc2c1=O | 6 | 3.7%
CC(=O)CS(=O)(=O)c1ccc(Oc2ccc(S(=O)(=O)CC(C)=O)cc2)cc1 | / | -2.7%
O=C1CN(C(=O)CCCc2c[nH]c3ccccc23)c2ccccc2N1 | 7 | -2.3%
CCn1nc(C)c(NS(=O)(=O)c2ccccc2)c1C | 5 | -3.2%
CC1=C(C)CC(C(=O)N2CCN(Cc3ccccc3)CC2)C(C(=O)O)C1 (stereo unspecified) | / | 4.0%
COc1ccc(Nc2ncc(C(=O)N3CCN(Cc4ccccc4)CC3)c3ccccc23)cc1 | / | -3.5%
Cc1ccc(N=C2NC(=O)c3cc([N+](=O)[O-])ccc32)cc1 | 5 | -7.9%
O=C(NCc1ccc(Cl)cc1)c1cnccn1 | -1 | 1.1%
CCOc1ccc(C(=O)Nc2ccccc2-c2ccccc2)cc1Cl | / | -2.4%
Cc1ccc2cc(S(=O)(=O)NCCC(=O)O)ccc2c1 | 4 | -0.4%
O=S(=O)(Nc1nc2ccccc2s1)c1ccc(Br)s1 | 1 | 0.7%
CCOC(=O)N1CCN(Cc2nc(CC3CC3)no2)CC1 | -8 | 2.4%

The list goes on; the last 2 above are carried over.
SMILES | RmlCD inh 1536 | GlmU inhibition
O=S(=O)(Nc1nc2ccccc2s1)c1ccc(Br)s1 | 1 | 0.7%
CCOC(=O)N1CCN(Cc2nc(CC3CC3)no2)CC1 | -8 | 2.4%
CN(c1ccc(C(=O)NCCSCc2ccco2)cc1)S(C)(=O)=O | / | -2.0%
CCOc1ccc(-c2nc(CN(Cc3ccccc3)C[C@@H]3CCC(=O)N3)c(C)o2)cc1 | / | -6.3%
CC(=O)Nc1cccc(NC(=O)C(F)(F)F)c1 | -5 | -1.1%
Cc1ccc(S(=O)(=O)NN=C2CCC(C(C)(C)C)CC2)cc1[N+](=O)[O-] (stereo unspecified) | -7 | -3.3%
CC(C)(C)NC(=O)C(=O)NN=C1CCCCCCC1 | / | 0.9%
COc1ccc(-c2csc(N3CCN(C(=O)c4ccccc4)CC3)n2)cc1 | / | 4.2%
O=c1oc(-c2cccc(Cl)c2)nc2c1cnn2-c1ccccc1 | / | -20%
CC(C)CCc1noc(CN(C)CCC2CCOCC2)n1 | 13 | 2.6%
COc1cc(C(=O)N2CCN(C(=O)c3ccco3)CC2)c([N+](=O)[O-])cc1OC | -9 | -0.6%
COc1ccc(N2CCN(Cc3nnnn3C3CCCCC3)CC2)cc1 | 3 | -0.3%
CC(O)Cc1cn([C@@H](CCCCNC(=O)OC(C)(C)C)C(=O)N2CCN(C(=O)OC(C)(C)C)CC2)nn1 (stereo partly specified) | / | 2.3%
O=C(NC(=S)N(CC1CCC1)CC1CCCO1)c1cccc([N+](=O)[O-])c1 (stereo unspecified) | 2 | 7.0%
COCCCn1nnnc1SCC(=O)N1CCN(C(=O)c2ccco2)CC1 | -6 | 5.5%
CCOc1ccccc1NC(=O)C(NCCN(C)C)c1ccccc1 (stereo unspecified) | 6 | -0.1%
Cn1c(SCC#N)nnc1-c1ccc2c(c1)OCO2 | / | 3.6%
O=S(=O)(NC1=NCCCCC1)c1ccc(F)cc1 | 40 | 1.3%
Cc1c(N=C/C=C/c2ccccc2)cnn1C | -5 | -0.9%
COc1ccc(C(c2nnnn2C(C)(C)C)N2CCN(c3nc4ccccc4s3)CC2)cc1 (stereo unspecified) | -1 | -4.1%
O=C(COC(=O)CCC(=O)c1cccs1)Nc1ncc(Cl)cc1Cl | -5 | -0.2%
Cc1c(C(=O)N2CC3(CC(c4cccc(NC(=O)[C@H]5CCC(=O)N5)c4)=NO3)C[C@@H]2C(N)=O)cc([N+](=O)[O-])cc1[N+](=O)[O-] (stereo partly specified) | / | -0.5%
CCCCc1nnc2c(N(C)S(=O)(=O)c3ccccc3)nc3ccccc3n12 | 13 | -6.0%
Cc1ccc(-c2nn(-c3ccccc3)cc2C(N)=O)o1 | / | 2.3%
COc1ccc(OC)c(NC(=O)CSc2nnnn2-c2ccccc2F)c1 | 7 | -0.7%
Cc1ccc(NC(=O)CC2S/C(=N/N=C3/NC(=O)CS3)NC2=O)cc1 (stereo unspecified) | -3 | 1.6%

Of the compounds above, three contain fluorine:
SMILES | RmlCD inh 1536 | GlmU inhibition
CC(=O)Nc1cccc(NC(=O)C(F)(F)F)c1 | -5 | -1.1%
O=S(=O)(NC1=NCCCCC1)c1ccc(F)cc1 | 40 | 1.3%
COc1ccc(OC)c(NC(=O)CSc2nnnn2-c2ccccc2F)c1 | 7 | -0.7%

Reprinted from the entries so far, three compounds:
SMILES | RmlCD inh 1536 | GlmU inhibition
COCCCn1nnnc1SCC(=O)N1CCN(C(=O)c2ccco2)CC1 | -6 | 5.5%
CCOc1ccccc1NC(=O)C(NCCN(C)C)c1ccccc1 (stereo unspecified) | 6 | -0.1%
Cn1c(SCC#N)nnc1-c1ccc2c(c1)OCO2 | / | 3.6%

Next section:
SMILES | RmlCD inh 1536 | GlmU inhibition
CN(C)CCCn1c(NCc2ccc3c(c2)OCO3)nc2ccccc21 | 2 | -0.3%
COC(=O)C1=C(C)N(Cc2ccc(OC)c(OC)c2)C(=O)C1 | -12 | 5.4%
Cc1nc(NC(=O)c2cccc(Cl)c2)sc1-c1csc(Nc2cccc(Cl)c2)n1 | 8 | 5.5%
N#CCSc1nc2ccccc2c(=O)n1CCCC(=O)NCc1ccco1 | 4 | 0.3%
Cc1cc(C)n2nc(C(=O)N/N=C/C=C/c3ccccc3)nc2n1 | -5 | 3.4%
CC(=O)OCC1OC(c2ccccc2)C(OC(C)=O)C(OC(C)=O)C1OC(C)=O (stereo unspecified) | / | -2.4%
O=C1c2ccccc2C(Nc2ccc(F)cc2F)N1CCN1CCOCC1 (stereo unspecified) | / | 1.6%
O=[N+]([O-])c1cccc(C2Nc3cccc4cccc(c34)N2)c1 | / | 4.4%
CCOc1cc(C(=O)Nc2ccc(NC(C)=O)cc2)ccc1OCC(=O)N1CCCCC1 | / | -7.7%
c1csc(-c2nn3cnnc3c3ccccc23)c1 | -8 | 1.1%
CC(C)CNC(=O)C(=O)NCCCN1CCOCC1 | -7 | 1.5%
CCCn1cc(CN2CCCC(CNC(=O)c3ccc(F)cc3)C2)c(C)n1 (stereo unspecified) | 10 | 0.3%
CCOc1ccc(NC(=S)N2CCCN(Cc3cc(C)ccc3C)C2)cc1 | 5 | 4.4%
CCn1cc(C(=O)O)c(=O)c2cc(Br)ccc21 | 8 | -4.9%
Clc1ccccc1CO/N=C1\CCCc2nonc21 | -11 | 1.0%
COc1ccc(-c2nc(SCc3ccccc3)n(S(C)(=O)=O)n2)cc1 | 16 | 1.5%
Cc1cc(C)c2c(c1)/C(=N/NC(=O)c1cc(C)oc1C)CCC2 | -3 | 0.0%
O=C(O)CNC(=O)c1ccc(S(=O)(=O)N2CCOCC2)cc1 | 8 | 0.1%
Cc1ccc(C2=NN(CC(=O)NCc3ccccn3)C(=O)CC2)cc1 | 3 | 0.5%
Cc1cc(C)c(Cn2cnc(-c3ccc([N+](=O)[O-])cc3)c2)c(C)c1 | / | 3.9%
CCOc1ccc(NCc2nc3ccccc3n2CCOc2ccccc2)cc1 | 9 | -1.7%
Cc1ccc(C(=O)O)cc1NC(=O)CN1C(=O)C2C3c4ccccc4C(Br)(c4ccccc43)C2C1=O (stereo unspecified) | -33 | -0.8%
CC(C)(C)C1=Nn2c(nnc2-c2ccccn2)SC1 | / | 3.3%
O=c1nc(-c2ccccc2)c2cc(Cl)ccc2[nH]1 | 0 | 2.5%
CCCCc1cc(=O)oc2cc(OCC(=O)N3CCc4ccccc43)ccc12 | / | 0.7%
C=CCN(CC=C)C(=O)COC(=O)c1n[nH]c2ccccc12 | 5 | -1.7%
COCC(C)NC(=O)c1cc2cccc([N+](=O)[O-])c2[nH]1 (stereo unspecified) | 3 | 5.3%
CCOC(=O)Cc1cnc(NC(=O)c2ccccc2)s1 | -11 | -0.7%
Cc1ccc(S(=O)(=O)N(CC(=O)Nc2cccc([N+](=O)[O-])c2)Cc2ccc(Cl)cc2)cc1 | -11 | 2.0%
O=C(NC1CCCCC1)c1cc(Cl)ccc1[N+](=O)[O-] | -7 | 1.3%
c1ccc2c(CN3CCCCC3)csc2c1 | 2 | -2.3%
C=CCOc1cccc(C2c3c(oc4ccc(F)cc4c3=O)C(=O)N2CCCN2CCOCC2)c1 (stereo unspecified) | / | -1.6%
COc1ccc([N+](=O)[O-])cc1N(CC(=O)NCCSc1ccccc1)S(C)(=O)=O | -17 | -7.9%
O=C(N[C@H](CO)Cc1ccccc1)c1ccco1 | / | 1.0%
CC(C)N1CCc2c(sc(NC(=O)CN3C(=O)c4ccccc4C3=O)c2C(N)=O)C1 | -8 | 5.2%
O=C(C/C(=N\NC(=O)c1ccccc1Br)C(F)(F)F)c1cccs1 | -5 | -3.1%
O=C(NCCc1ccccc1)Nc1ccc(Cl)cc1 | 1 | 1.4%
CC(C)CCN(CCC(C)C)CC(O)Cn1c2ccccc2c(=O)c2ccccc21 (stereo unspecified) | -4 | -4.8%
CN(C)c1cccc(-c2nnc(SCCCC#N)o2)c1 | -6 | 0.1%
COc1ccc(-n2c(C)cc(/C=C3\SC(=S)NC3=O)c2C)cc1 | 5 | 0.4%
Cc1ccc(C2CC(C(F)(F)F)n3ncc(C(=O)NCc4ccco4)c3N2)cc1 (stereo unspecified) | / | 4.8%
CCCCNC(=S)N(C)/N=C/c1c(F)c(F)c(F)c(F)c1F | -7 | -6.0%
C=CCOc1c2ccc(C(=O)NCc3ccc(C)cc3)cc2nn1C | / | 1.1%
CCOC(=O)c1c(C(C)(C)C)oc2ccc(OCC#N)cc12 | 59 | -0.3%
Cc1cc(C)c2nc(-n3nc(C)cc3N)cc(C)c2c1 | -16 | 7.7%
COc1ccc(C(=O)N=c2c(C#N)cc3c(=O)n4cccc(C)c4nc3n2Cc2ccco2)cc1 | -4 | /
O=[N+]([O-])c1ccc(N2CCN(CC(O)COc3ccccc3)CC2)cc1 (stereo unspecified) | 30 | 4.8%
CC(=O)Nc1ccc(C(=O)N2CCN(C(=O)c3ccco3)CC2)cc1 | / | 3.0%
O=C1CC(Cc2ccccc2)C(=O)N1CCCn1ccnc1 (stereo unspecified) | -7 | /
CCC(C(=O)OCC(=O)Nc1c(Cl)cc(Cl)cc1Cl)c1ccccc1 (stereo unspecified) | 5 | -0.1%
O=C(CCCn1c(=S)[nH]c2cc3c(cc2c1=O)OCO3)N1CCN(c2ccccc2)CC1 | / | 1.7%
Cc1cc(C)c(NC(=O)CCCSc2nnc(N)s2)c(C)c1 | / | -2.8%
C[C@]1(C(=O)NCCc2c[nH]c3ccccc23)C=C[C@@H](Cc2ccccc2)N1C(=O)c1ccccc1 | / | -0.2%
CC(C)CC(=O)c1c[nH]c(C(=O)NCCc2ccccn2)c1 | 5 | -8.7%
Cc1ccccc1C(O)(Cc1ccccc1)C1CN2CCC1CC2 (stereo unspecified) | 13 | 1.8%
COc1ccc2[nH]c(-c3ccc(C)cc3)cc(=O)c2c1 | / | -1.7%
NC(=O)CC[C@H](NC(=O)OCc1ccccc1)C(=O)OCc1ccc(Cl)cc1 | -6 | -2.2%
CN=c1scc(-c2ccccc2F)n1/N=C(\C)c1cccnc1 | -7 | 2.8%
Cc1nc([N+](=O)[O-])c(NCCCO)n1Cc1ccccc1 | 2 | -2.4%
CCCN1Cc2cccc(C(=O)NC(CC(=O)OCC)c3ccc(OCC)c(OC)c3)c2C1=O (stereo unspecified) | -6 | -3.3%
New compounds follow.
SMILES | RmlCD inh 1536 | GlmU inhibition
Cc1ccc(NC(=S)N(CCN2CCOCC2)Cc2ccccc2F)cc1Cl | -5 | -1.0%
N#CCCn1c(Cl)nc2ccccc21 | / | 1.0%
COc1ccccc1-n1c(CNC(=O)c2ccco2)nnc1SCC(=O)Nc1nccs1 | -8 | 1.3%
COc1ccc(C(=O)NC(=S)Nc2cccc(NC(=O)c3ccco3)c2)cc1[N+](=O)[O-] | 32 | -13%
COC(=O)c1ccccc1NC(=O)CC(NCc1ccccc1)C(=O)O (stereo unspecified) | / | -2.3%
Cc1noc(C)c1COC(=O)Cc1ccc(Cl)cc1 | / | 12%
CCc1nc2oc3ccccc3c(=O)c2c(=O)n1CCOC | / | 0.4%
CCN1CCN(CNC(=O)c2cnccn2)CC1 | / | 7.2%
Cc1ccsc1/C=C1/C(=O)NN(c2ccccc2)C1=O | 0 | 5.8%
O=C(COC(=O)c1cc(F)c(F)cc1Cl)NC1CC1 | -7 | 1.1%
O=C(Oc1nsnc1N1CCOCC1)N(c1ccccc1)c1ccccc1 | -4 | -1.8%
O=C(O)CCN(Cc1ccccc1)S(=O)(=O)c1ccccc1Cl | -10 | 3.5%
Cc1cccc(CSc2nnc([C@@H]3CCCN3C(=O)OC(C)(C)C)o2)c1 | 9 | 1.8%
CCOC(=O)C(=NC(C)CC)NNc1ccc(Br)cc1 (stereo unspecified) | / | -2.6%
CC(C)(C)NC(=O)c1cc(Cl)ccc1[N+](=O)[O-] | 3 | -5.3%
OC(CN1CCOCC1)Cn1c(-c2cccc(Cl)c2)nc2ccccc21 (stereo unspecified) | / | 9.1%

Copied from the list.
GlmU inhibition, Cn1nc(CC(=O)NC2CCCCCC2)c2ccccc2c1=O stands at 3.7%
GlmU inhibition, N#CCCn1c(Cl)nc2ccccc21 stands at 1.0%
RmlCD inh 1536, CCCCNC(=S)N(C)/N=C/c1c(F)c(F)c(F)c(F)c1F stands at -7
GlmU inhibition, C[C@]1(C(=O)NCCc2c[nH]c3ccccc23)C=C[C@@H](Cc2ccccc2)N1C(=O)c1ccccc1 stands at -0.2%
RmlCD inh 1536, CC(C)CCc1noc(CN(C)CCC2CCOCC2)n1 stands at 13
GlmU inhibition, CCOc1ccc(-c2nc(CN(Cc3ccccc3)C[C@@H]3CCC(=O)N3)c(C)o2)cc1 stands at -6.3%
RmlCD inh 1536, Cc1ccc(N=C2NC(=O)c3cc([N+](=O)[O-])ccc32)cc1 stands at 5

Screening results as filed in PubChem.
